# Salmonella PhoP GFP – PhoP-dependent GFP reporter repression – Salmonella Typhimurium, primary screen (AID 1863) | one-dose inhibition, % at 50 µM; IC50 in µM for titrated hits | 300,000 tested, 0.16% active | S. Typhimurium PhoP-regulated promoter GFP reporter, 4 h; higher % means a stronger effect;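 active means inhibition over 29.93%, a cutoff 3 SD above the screen mean, later confirmed by dose response; inconclusive means inhibition over 29.93% but no dose response follow-up; inactive means inhibition at most 29.93% or unconfirmed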;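 further: 0% = low Mg2+ inducing control and 100% = high Mg2+ repressing control; strong numbers were not always called active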
# MgcRacGAP inhibition – MgcRacGAP GTPase-activating activity inhibitors, confirmation, biochemical, ADP Hunter fluorescence; MgcRacGAP-stimulated Rac1 GTP hydrolysis, ADP Hunter fluorescence; higher % means a stronger effect; GST-tagged Rac1 F28L mutant substrate; inhibition, % at 30 µM, or IC50 in µM where a hit was titrated; 340,000 tested, 0.6% active; AID 624330;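 active means first-screen hits whose inhibition reached a set limit at any dose in the follow-up dose series; inconclusive means inhibition above the set first-screen limit but never retested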;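 further: fluorescence reports GDP produced by GAP-driven GTP hydrolysis; strong numbers were not always called active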
# SV40 large T antigen – SV40 large T antigen inhibitors, biochemical (AID 1903). 310,000 tested, 0.39% active. SV40 large T antigen ATPase/helicase inhibition assay; higher % means a stronger effect. one-dose inhibition, % at 20 µM; IC50 in µM for titrated hits; in the data active means a potency from the dose series; inconclusive means inhibition mostly from about 32% at the one dose, without a potency; inactive means the rest, 99 in 100 with inhibition below about 32%; further: strong numbers were not always called active
# UTI89 phage lysis – protection from phage-mediated lysis, alamar blue read-out – E. coli UTI89, K1F phage, bacterial capsule biogenesis inhibitors (AID 488966) | one-dose inhibition, % at 100 µM; IC50 in µM for titrated hits | 340,000 tested, 0.02% active | E. coli UTI89 K1F phage lysis, alamar blue, 2 h; higher % means a stronger effect;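 active means phage lysis inhibition, versus mean bacterial control, above a set limit; inconclusive means no clear call, values can overlap the other calls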;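 further: capsule biogenesis inhibitors block K1F phage lysis so surviving cells raise fluorescence; higher fluorescence means more inhibition of phage lysis; actives were called in the ten point dose series up to 300 µM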
# NTR1 ag – NTR1-driven beta-arrestin-GFP spot formation – imaging, U2OS cells, high content, primary screen (AID 493036) | agonist mode | activation, % at 20 µM | 330,000 tested, 0.17% active;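 active means activation at or above 40% of the spot to cytoplasm intensity ratio, with at least 20 cells analyzed; inconclusive means wells under 20 cells, flagged as cytotoxic or low count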;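 further: 0% = DMSO without peptide and 100% = 100 nM NTR1 peptide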
# Target sequence (P30989 whole entry, looked up): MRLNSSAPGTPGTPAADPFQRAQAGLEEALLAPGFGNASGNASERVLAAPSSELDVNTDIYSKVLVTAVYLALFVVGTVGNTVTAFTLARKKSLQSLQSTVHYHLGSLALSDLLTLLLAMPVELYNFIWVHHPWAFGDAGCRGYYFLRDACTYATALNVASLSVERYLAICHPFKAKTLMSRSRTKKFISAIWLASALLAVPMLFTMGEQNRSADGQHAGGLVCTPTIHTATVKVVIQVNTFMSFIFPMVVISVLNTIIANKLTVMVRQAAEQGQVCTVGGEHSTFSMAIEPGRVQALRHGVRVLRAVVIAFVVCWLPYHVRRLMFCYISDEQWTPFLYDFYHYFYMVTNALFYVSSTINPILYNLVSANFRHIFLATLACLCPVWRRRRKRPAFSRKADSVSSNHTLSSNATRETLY
# RSV antiviral HEp-2 – RSV antiviral activity via CPE protection, HEp-2 cells, primary 10 µM value included (AID 2391) | HEp-2 cells, RSV-induced CPE inhibition; higher % means a stronger effect | CPE inhibition, % at 10 µM; hits with a dose series show IC50 in µM | 310,000 tested, 0.13% active; in the data active means a potency from the dose series; inconclusive means CPE inhibition mostly from about 23% at the one dose, without a potency; inactive means the rest, 99 in 100 with CPE inhibition below about 21%; further: strong numbers were not always called active
# T cell modulator – T cell immune modulators affecting CD8 T cell-vesicle binding; AID 2052; 2C CD8+ T cell-vesicle binding, flow cytometry; active compounds read low; calls only at 7 µM; 330,000 tested, 0.068% active;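 active means response, share of CD8 T cells binding vesicles, and their 90th percentile fluorescence all below set limits, cut at about 80% in these data, passing the limit was not always enough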
#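 Incubation: binding step 1.5 h, 37 °C, antibody labelling 20 min, ice; system: murine 2C transgenic CD8+ T lymphocytes; technique: cytometric PE anti-B7-1 and Alexa647 anti-CD8 signals after 1% paraformaldehyde fixation; also added: QL9-charged Drosophila Ld/ICAM-1/B7-1 vesicles; control set: naked versus QL9-loaded vesicles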
# Myeloid diff MLP – compounds promoting myeloid differentiation; ER-HoxA9 myeloid progenitors, lysozyme-GFP differentiation, flow cytometry; calls only at 10 µM; 360,000 tested, 1% active; AID 624256;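 active means normalized GFP-positive differentiation at or above the plate's own cutoff, the solvent-only control mean plus 3 SD; inconclusive means no clear call, values can overlap the other calls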;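 further: cells exposed to compound for four days before flow analysis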
# TNAP activation fold – stimulation of alkaline phosphatase TNAP activity – biochemical, luminescent, no phosphate acceptor, uHTS, primary screen (AID 1001); purified TNAP, luminescent activation assay, no phosphate acceptor; higher activation fold means a stronger effect; activation fold at 20 µM, or EC50 in µM where a hit was titrated; 200,000 tested, 0.03% active; in the data active means activation fold from about 3, or a potency from the dose series; inactive means the rest, 99 in 100 with activation fold below about 1.6; further: many of its hits are not listed in these tables
# T cell modulator vesicle-bound % – recorded beside T cell modulator, whose call it bears; double positive events, %; measured here: CD8+ vesicle-bound cell fraction;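 binding gate set so that unloaded-vesicle control wells show 10% double positive cells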
# NTR1 ag cell count 20 µM – recorded beside NTR1 ag, whose call it bears; cell count; measured here: cell count, cytotoxicity flag
# Myeloid diff MLP GFP+ MAC1+ % – further read-out of Myeloid diff MLP, marked with its call; GFP+ MAC1+ double positive, %; measured here: differentiation confirmed by MAC1 staining
# Starred values were filed as active, the others as inactive; i = inactive; ? = inconclusive; · = not tested or not shown; & = joins results of further samples; [ ] = another dose, or the depositor's remark. Some of the compounds tested, so the mix of outcomes need not match the whole.
# Codes: A = Salmonella PhoP GFP; B = MgcRacGAP inhibition; C = SV40 large T antigen; D = UTI89 phage lysis; E = NTR1 ag; F = NTR1 ag cell count 20 µM; G = RSV antiviral HEp-2; H = T cell modulator; I = T cell modulator vesicle-bound %; J = Myeloid diff MLP; K = Myeloid diff MLP GFP+ MAC1+ %; L = TNAP activation fold
Compound: CC(C)(C)NCC(O)COc1cccc2c1CC(O)C(O)C2 (stereo not given)
  A: -2% | B: 1% | C: 2% | D: 1.7% | E: -1.1 | F: 70 | G: -0.1% | H: i | I: 22 | J: i | K: 1.2 | L: ·
Compound: CCCC(=O)O[C@]1(C(=O)COC(C)=O)CC[C@H]2[C@@H]3C[C@H](F)C4=CC(=O)C=C[C@]4(C)[C@@]3(F)[C@@H](O)C[C@@]21C
  A: -7% | B: 6% | C: 13% | D: 3.1% | E: 3.6 | F: 51 | G: -2.9% | H: i | I: 11 | J: i | K: 6.8 | L: 1.1
Compound: C/C(=N\NC(=S)NCc1ccccc1)C1CCCCC1
  A: 2% | B: 4% | C: 11% | D: -0.1% | E: 9.1 | F: 57 | G: 0.7% | H: i | I: 37 | J: i | K: 0.7 | L: 1.1
Compound: CN(C)C/C=C(\c1ccc(Br)cc1)c1cccnc1
  A: -2% | B: 4% | C: 2% | D: -0.5% | E: -2.1 | F: 51 | G: -1.7% | H: i | I: 38 | J: i | K: 0.8 | L: ·
Compound: Nc1ncnc2c1c(-c1ccc(Oc3ccccc3)cc1)cn2C1CCCC1
  A: 10% | B: 4% | C: 0% | D: -0.9% | E: 11 | F: 51 | G: -1.5% | H: i | I: 64 | J: ? | K: · | L: ·
Compound: CC(=O)Oc1ccc2c(C)cc(=O)oc2c1
  A: 25% | B: 4% | C: 17% | D: 0.1% | E: -0.4 | F: 45 | G: 2.9% | H: i | I: 8 | J: i | K: 0.6 | L: 1.1
Compound: C[C@@H]1C[C@H]2[C@@H]3CCC4=CC(=O)C=C[C@]4(C)[C@@]3(Cl)[C@@H](O)C[C@]2(C)[C@@]1(OC(=O)c1ccco1)C(=O)CCl
  A: 5% | B: 3% | C: 7% | D: 0.9% | E: 8.8 | F: 52 | G: ? | H: i | I: 18 | J: ? | K: · | L: ·
Compound: COc1cc(N)c(Cl)cc1C(=O)N[C@H]1CCN(CCCOc2ccc(F)cc2)C[C@H]1OC
  A: -5% | B: -4% | C: 21% | D: -2.9% | E: 1.4 | F: 51 | G: 0.8% | H: i | I: 24 | J: i | K: 3.2 | L: ·
Compound: Cc1cc(=O)oc2cc(O)ccc12
  A: -3% | B: 7% | C: 18% | D: -0.2% | E: -1.4 | F: 91 | G: · | H: i | I: 58 | J: i | K: 1.7 | L: ·
Compound: CC1(C)O[C@@H]2C[C@H]3[C@@H]4C[C@H](F)C5=CC(=O)C=C[C@]5(C)[C@@]4(F)[C@@H](O)C[C@]3(C)[C@]2(C(=O)CO)O1
  A: -1% | B: -8% | C: 10% | D: -0.1% | E: 0.4 | F: 63 | G: -2.7% | H: i | I: 65 | J: ? | K: · | L: 1.1
Compound: CCCCOc1cc(C(=O)OCCN(CC)CC)ccc1N
  A: -4%&3% | B: 6%&1% | C: 10%&12% | D: 3.9%&0.6% | E: 2.3&1.1 | F: 66&67 | G: -3.0%&-1.5% | H: i | I: 27&25 | J: i | K: 3.1&3.3 | L: ·
Compound: COC(=O)N/N=C/c1c[n+]([O-])c2ccccc2[n+]1[O-]
  A: 20% | B: -9% | C: 8% | D: -12% | E: 0.9 | F: 59 | G: -2.5% | H: i | I: 53 | J: i | K: 5.6 | L: ·
Compound: COc1cc(C2Oc3cc(C4Oc5cc(O)cc(O)c5C(=O)C4O)ccc3OC2CO)ccc1O (stereo not given)
  A: -6% | B: -3% | C: 22% | D: 0.9% | E: 3.6 | F: 62 | G: 1.7% | H: i | I: 26 | J: i | K: 1.4 | L: 1.1
Compound: CCCCN(CCCC)CCCOC(=O)c1ccc(N)cc1
  A: -4% | B: 5% | C: 19% | D: 2.5% | E: -2.8 | F: 33 | G: -2.9% | H: i | I: 15 | J: i | K: 1.0 | L: 1.1
Compound: C=C[C@H]1CN2CC[C@H]1C[C@H]2[C@H](O)c1ccnc2ccc(OC)cc12
  A: -6%&-7% | B: 5%&2% | C: 15%&19% | D: 1.3%&10% | E: 1.0&8.0 | F: 57&47 | G: -2.5%&0.5% | H: i | I: 18&60 | J: ? | K: 3.5 | L: ·

# Single records, as listed above:
# C[C@@H]1C[C@H]2[C@@H]3CCC4=CC(=O)C=C[C@]4(C)[C@@]3(Cl)[C@@H](O)C[C@]2(C)[C@@]1(OC(=O)c1ccco1)C(=O)CCl reads Salmonella PhoP GFP = 5%; MgcRacGAP inhibition = 3%; SV40 large T antigen = 7%; UTI89 phage lysis = 0.9%; NTR1 ag = 8.8; NTR1 ag cell count 20 µM = 52; RSV antiviral HEp-2 = ?; T cell modulator = i; T cell modulator vesicle-bound % = 18; Myeloid diff MLP = ?; Myeloid diff MLP GFP+ MAC1+ % = ·; TNAP activation fold = ·
# C=C[C@H]1CN2CC[C@H]1C[C@H]2[C@H](O)c1ccnc2ccc(OC)cc12 reads Salmonella PhoP GFP = -6%&-7%; MgcRacGAP inhibition = 5%&2%; SV40 large T antigen = 15%&19%; UTI89 phage lysis = 1.3%&10%; NTR1 ag = 1.0&8.0; NTR1 ag cell count 20 µM = 57&47; RSV antiviral HEp-2 = -2.5%&0.5%; T cell modulator = i; T cell modulator vesicle-bound % = 18&60; Myeloid diff MLP = ?; Myeloid diff MLP GFP+ MAC1+ % = 3.5; TNAP activation fold = ·

# Next structures follow.
# Codes: A = Salmonella PhoP GFP; B = MgcRacGAP inhibition; C = SV40 large T antigen; D = UTI89 phage lysis; E = NTR1 ag; F = NTR1 ag cell count 20 µM; G = RSV antiviral HEp-2; H = T cell modulator; I = T cell modulator vesicle-bound %; J = Myeloid diff MLP; K = Myeloid diff MLP GFP+ MAC1+ %; L = TNAP activation fold
Compound: CCCC1(c2ccccc2)NC(=O)N(CC(=O)N(C)Cc2c(F)cccc2Cl)C1=O (stereo not given)
  A: -4% | B: -2% | C: 12% | D: 0.1% | E: -0.9 | F: 34 | G: 1.8% | H: i | I: 26 | J: i | K: 4.4 | L: ·
Compound: CCCC(=O)O[C@]1(C(=O)CCl)[C@@H](C)C[C@H]2[C@@H]3CCC4=CC(=O)C=C[C@]4(C)[C@@]3(F)C(=O)C[C@@]21C
  A: 0%&6% | B: -1% | C: 22%&14% | D: 2.7% | E: 2.7 | F: 52 | G: 1.3% | H: i | I: 20 | J: i | K: 12 | L: 1.1
Compound: N=c1nc(N2CCCCC2)cc(N)n1O
  A: 4%&-10% | B: 8%&2% | C: 14%&7% | D: 2.1%&-4.1% | E: 0.7&3.8 | F: 60&48 | G: 0.9%&2.6% | H: i | I: 27&27 | J: i | K: 1.1&1.7 | L: 1
Compound: O=C1NC(=S)S/C1=C\C=C\c1ccc([N+](=O)[O-])o1
  A: 22µM* | B: 38µM* | C: · | D: 0.2% | E: · | F: · | G: · | H: · | I: · | J: ? | K: · | L: ·
Compound: O=C(NC1CCN(CCc2c[nH]c3ccccc23)CC1)c1ccccc1
  A: 13% | B: -2% | C: 1% | D: -0.1% | E: -0.6 | F: 84 | G: -0.3% | H: i | I: 24 | J: i | K: 0.8 | L: ·
Compound: COc1ccc(-c2oc3c(CC=C(C)C)c(O[C@@H]4O[C@H](CO)[C@@H](O)[C@H](O)[C@H]4O)cc(O)c3c(=O)c2O[C@@H]2O[C@@H](C)[C@H](O)[C@@H](O)[C@H]2O)cc1
  A: 0%&-8% | B: · | C: 13%&23% | D: · | E: -1.7 | F: 49 | G: -2.2% | H: i | I: 43 | J: · | K: · | L: 1.1
Compound: CN[C@@H]1[C@H](O)[C@H](NC)[C@H]2O[C@@]3(O)C(=O)C[C@@H](C)O[C@H]3O[C@@H]2[C@H]1O
  A: 2% | B: 6% | C: 3% | D: 2.7%[50 µM] | E: -0.5 | F: 42 | G: 1.7% | H: i | I: 25 | J: i | K: 0.7 | L: ·
Compound: CCCOc1ccc(C(=O)OCCN(CC)CC)cc1N
  A: -3% | B: 2% | C: -5% | D: 4.2% | E: 1.1 | F: 63 | G: -2.2% | H: i | I: 12 | J: i | K: 2.4 | L: ·
Compound: CN(C)S(=O)(=O)n1cc(/C=C(\NC(=O)c2ccccc2)C(=O)NCCCn2ccnc2)c2ccccc21
  A: 13% | B: 11% | C: 8% | D: 0.4% | E: 0.8 | F: 61 | G: 1.1% | H: i | I: 21 | J: i | K: 6.2 | L: ·
Compound: CC(Cc1cccc(C(F)(F)F)c1)NCCOC(=O)c1ccccc1 (stereo not given)
  A: -8%&-9% | B: 3%&2% | C: 18%&4% | D: 5.5%&-1.6% | E: -0.1&-3.0 | F: 70&49 | G: -1.3%&-1.4% | H: i | I: 30&16 | J: i | K: 1.6&0.8 | L: ·
Compound: O=C(O)c1cc(=O)c2ccccc2o1
  A: -5% | B: -1% | C: -2% | D: -0.7%[50 µM] | E: -0.4 | F: 72 | G: 1.5% | H: i | I: 28 | J: i | K: 7.9 | L: ·
Compound: CC(C)NNC(=O)c1ccncc1
  A: -1% | B: 4% | C: 10% | D: 1.6% | E: -0.6 | F: 50 | G: -2.2% | H: i | I: 28 | J: i | K: 1.4 | L: 0.7
Compound: CCc1cccc(CC)c1NC(=O)CN(CC(=O)O)CC(=O)O
  A: -2% | B: 1% | C: -5% | D: 1.8% | E: 0.4 | F: 54 | G: 0.6% | H: i | I: 45 | J: i | K: 3.1 | L: ·
Compound: O=C(c1ccccn1)N(Cc1cccs1)C1(C(=O)NC2CCCCC2)CCCCC1
  A: 0% | B: -9% | C: 1% | D: 1.6% | E: 1.4 | F: 66 | G: 12% | H: i | I: 19 | J: i | K: 1.1 | L: 1.1
Compound: CCCCCCCCCCCCCCCC(O)C(N)CO (stereo not given)
  A: -3% | B: 3% | C: 17% | D: ? | E: 0.9 | F: 43 | G: ? | H: i | I: 45 | J: i | K: 1.4 | L: 1

# Source: PubChem (several laboratories)
